KDM5B inh – KDM5B demethylase inhibition. KDM5B demethylase, FDH-coupled NADH fluorescence (FDH is formaldehyde dehydrogenase). 2.6% of 220,000 active. Potency, µM (doses to about 57.7 µM), inactives show at the highest dose activity change, negative = inhibition, usual class: inhibitors. Q9UGL1; active means well fitted inhibition curve with a large enough effect; inconclusive means small, poorly fitted or top-dose-only effect; inactive means no such curve, though single readings can be large or run the other way; further: 0% is about no effect; nearly all actives have a fitted effect of over 70% in size
Target sequence (Q9UGL1 whole entry, looked up): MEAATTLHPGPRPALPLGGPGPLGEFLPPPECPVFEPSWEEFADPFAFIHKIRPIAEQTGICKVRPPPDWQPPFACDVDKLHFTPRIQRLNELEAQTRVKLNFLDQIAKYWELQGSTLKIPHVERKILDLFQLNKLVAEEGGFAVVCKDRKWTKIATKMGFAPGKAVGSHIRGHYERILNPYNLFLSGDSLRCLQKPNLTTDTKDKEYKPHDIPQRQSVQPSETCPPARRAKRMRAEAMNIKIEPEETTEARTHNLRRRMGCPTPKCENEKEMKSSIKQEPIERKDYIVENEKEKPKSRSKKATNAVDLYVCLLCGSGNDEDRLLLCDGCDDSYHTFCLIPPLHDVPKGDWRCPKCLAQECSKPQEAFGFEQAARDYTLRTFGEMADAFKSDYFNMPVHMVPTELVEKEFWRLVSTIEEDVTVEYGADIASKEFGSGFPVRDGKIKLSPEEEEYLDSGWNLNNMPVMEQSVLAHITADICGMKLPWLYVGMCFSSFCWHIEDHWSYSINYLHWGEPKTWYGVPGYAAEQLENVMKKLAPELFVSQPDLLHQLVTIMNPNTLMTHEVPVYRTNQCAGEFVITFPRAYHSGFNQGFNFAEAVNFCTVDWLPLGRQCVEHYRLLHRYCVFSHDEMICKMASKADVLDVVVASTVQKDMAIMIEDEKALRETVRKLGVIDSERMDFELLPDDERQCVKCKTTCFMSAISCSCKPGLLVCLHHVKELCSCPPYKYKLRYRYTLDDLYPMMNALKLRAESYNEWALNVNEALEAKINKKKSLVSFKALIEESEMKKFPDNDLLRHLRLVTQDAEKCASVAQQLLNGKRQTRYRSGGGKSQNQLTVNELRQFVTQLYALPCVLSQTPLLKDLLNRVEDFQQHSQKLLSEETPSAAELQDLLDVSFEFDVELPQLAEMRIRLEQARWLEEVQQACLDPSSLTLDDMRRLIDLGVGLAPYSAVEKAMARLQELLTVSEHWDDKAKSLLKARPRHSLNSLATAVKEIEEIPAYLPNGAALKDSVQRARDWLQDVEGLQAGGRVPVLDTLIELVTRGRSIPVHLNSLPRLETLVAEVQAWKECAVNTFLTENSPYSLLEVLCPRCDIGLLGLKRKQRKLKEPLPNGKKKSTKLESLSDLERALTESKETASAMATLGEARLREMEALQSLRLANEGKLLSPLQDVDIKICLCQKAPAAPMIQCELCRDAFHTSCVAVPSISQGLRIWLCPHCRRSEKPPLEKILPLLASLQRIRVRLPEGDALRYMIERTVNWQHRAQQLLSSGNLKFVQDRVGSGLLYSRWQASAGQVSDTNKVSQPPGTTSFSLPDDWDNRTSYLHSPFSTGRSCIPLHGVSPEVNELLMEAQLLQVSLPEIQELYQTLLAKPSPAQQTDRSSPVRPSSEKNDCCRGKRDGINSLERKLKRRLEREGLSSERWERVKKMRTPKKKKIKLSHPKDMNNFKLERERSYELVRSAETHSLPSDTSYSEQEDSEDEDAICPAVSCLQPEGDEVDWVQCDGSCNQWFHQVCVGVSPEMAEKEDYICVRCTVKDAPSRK
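Inhibition is measured as reduced NADH fluorescence generation from FDH coupling to formaldehyde release. Truncated KDM5BΔAP at 200 nM final acts on H3K4me3 peptide (12.5 µM in substrate mix) in pH 7.5 HEPES buffer with Tween-20, 30 min, room temperature.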
Numbers without * were called inactive; i = inactive; ? = inconclusive; [ ] = dose if it differs, or a comment. Potency means the concentration at half of the fitted maximal effect. Not all compounds are listed; rates above refer to the full screens.

| Structure | KDM5B inh |
| --- | --- |
| COC(=O)c1sc2c(c1C)c(=O)n(-c1ccccc1)c(=O)n2CC(=O)Nc1cccc(C)c1 | ? |
| Cc1ccc(C)c(NC(=O)C2CCCN(c3nc4ccccc4s3)C2)c1 (stereo not drawn) | -5.8% |
| COc1ccccc1/C=C/C=C(/C#N)C(=O)Nc1ccccc1C(=O)O | -4.2% |
| COC(=O)[C@H](CCSC)NC(=O)Nc1cc(OC)cc(OC)c1 | 32.0% |
| CC(=O)c1ccc(NC(=O)Cn2c(-c3cnccn3)nc(C)c(C)c2=O)cc1 | 5.7% |
| CC(C)c1noc(-c2ccn3c(CNC(=O)c4ccoc4)nnc3c2)n1 | 28.2µM* |
| CN(C)c1ccc(CNC(=O)c2cccc(NC(=O)N3CCSc4ncccc43)c2)cc1 | ? |
| O=C(COc1ccccc1)N1CCCN(c2cc(-c3ccc(Cl)cc3)[nH]n2)CC1 | -8.9% |
| CCOc1ccc(NC(=O)c2ccc(-c3cccc(Cl)c3C)o2)cc1 | 90.0%[activator] |
| Cc1cccc(CSc2nc3c(cnn3CCO)c(=O)[nH]2)c1 | 9.4% |

Shown with values ahead of the structure: part of the list above
KDM5B inh	smiles
?	COC(=O)c1sc2c(c1C)c(=O)n(-c1ccccc1)c(=O)n2CC(=O)Nc1cccc(C)c1
-5.8%	Cc1ccc(C)c(NC(=O)C2CCCN(c3nc4ccccc4s3)C2)c1 (stereo not drawn)
-4.2%	COc1ccccc1/C=C/C=C(/C#N)C(=O)Nc1ccccc1C(=O)O
32.0%	COC(=O)[C@H](CCSC)NC(=O)Nc1cc(OC)cc(OC)c1
5.7%	CC(=O)c1ccc(NC(=O)Cn2c(-c3cnccn3)nc(C)c(C)c2=O)cc1

Next records.
| Structure | KDM5B inh |
| --- | --- |
| Cc1cccc(NC(=O)COc2ccc3c(=O)c(Oc4ccccc4)c(C)oc3c2)n1 | -0.3% |
| CS(=O)(=O)N[C@H]1[C@H](O)[C@H](O)C[C@@H]1c1ccccc1 | -3.0%[115 µM] |
| Cc1cccc(-c2nc(CS(=O)CC(=O)N3CCc4ccccc43)c(C)o2)c1 (stereo not drawn) | 9.5% |
| Cc1ccc2c(c1)N(C(=O)Cn1ccn3nc(-c4ccc(F)cc4)c(CO)c3c1=O)CCO2 | ? |
| Cc1cc(C(=O)N2CC[C@@H]3CN(S(C)(=O)=O)[C@@H]3C2)c(C)o1 | -3.0% |
| COc1ccc(-c2cc(N3CCN(C(=O)c4ccccc4F)CC3)n[nH]2)cc1 | -19.0% |
| Cc1noc(C2CCCCCN2C(=O)NCC(C)C)n1 (stereo not drawn) | -37.5% |
| COc1ccc(NS(=O)(=O)c2cc(NC(=O)c3sccc3C)ccc2N2CCOCC2)cc1 | -12.7% |
| O=P(OC1CCCCC1)(OC1CCCCC1)C(O)c1cccnc1 (stereo not drawn) | -18.3% |
| Cc1ccc(C)c(NC(=O)CCCc2ccccc2)c1 | -2.4% |
| CN1CCN(C(=O)Cn2ccc3c(Cl)cccc32)CC1 | 0.9% |
| CCSc1nc2c(c(=O)[nH]1)C(c1ccc(C)o1)C1=C(CCCC1=O)N2 (stereo not drawn) | -13.4% |
| C=CCN(Cc1cccc(OCC)c1)C(=O)CC1C(=O)N(C)C(=O)N1C (stereo not drawn) | 30.5%[activator] |
| Cc1c(-c2ccccc2)[nH]c2c(CNC(=O)Cn3ccc(=O)[nH]c3=O)cc(Cl)cc12 | 28.2µM* |
| Cc1cccc(C(=O)Nc2ccc(CC(=O)N(C)C)cc2)c1 | 14.3% |
| Cc1cc(/C=C2\C(=N)N3N=CSC3=NC2=O)c(C)n1Cc1ccccc1 | -5.8% |
| OCC1CCCN(c2cc(-c3ccccc3F)nc3ccnn23)C1 (stereo not drawn) | i |
| CCn1cc(S(=O)(=O)N2CCCC(Cc3noc(-c4cnccn4)n3)C2)cn1 (stereo not drawn) | -14.2% |
| CN(C)c1ccc(C(C(=O)NC2CCCCC2)N(Cc2ccco2)C(=O)c2snc(C(N)=O)c2N)cc1 (stereo not drawn) | -3.0% |
| CCCCN=C1NN=C(c2c[nH]c3ccccc23)C(C)S1 (stereo not drawn) | 1.2% |
| O=C(Nc1nncs1)C12CC3CC(CC(Cl)(C3)C1)C2 | 15.7% |
| CCOCc1nc(C2CCCN(C(=O)c3ccccn3)C2)no1 (stereo not drawn) | -11.7% |
| CC1(C)CC(=O)C=C(NCCN2CCN(C(=S)NC3CCCCC3)CC2)C1 | 22.8% |
| Cc1ccccc1C(=O)/C=C/c1cccnc1 | -9.8% |
| Cc1ccccc1N=C(NO)c1cccnc1 | -16.1% |
| Cn1c(=O)[nH]c(=O)c2c1nc(NCCc1ccccc1)n2CCO | 19.3% |
| COc1cc(NS(=O)(=O)c2cc(Br)cc3c2N(C(=O)C2CC2)CC3)cc(OC)c1 | -43.6% |
| O=C(O)CCC(NC(=O)c1ccccc1)C(=O)O (stereo not drawn) | 17.0% |
| Cn1nccc1C(O)c1cc2n(n1)CCN(CC(=O)NCc1ccco1)C2 (stereo not drawn) | -2.8% |
| CCc1ccccc1NC(=O)N1CC(C(=O)N(C)C)C2(CCOCC2)C1 (stereo not drawn) | -9.3% |
| CCn1nc(C(=O)NCc2ccccc2F)c2ccccc2c1=O | 3.5% |
| CC(Sc1ccccn1)C(=O)Nc1ccc(C(F)(F)F)cc1 (stereo not drawn) | 15.5% |
| NC(=O)Cc1c[nH]c2ncc(-c3ccccc3C(F)(F)F)cc12 | ? |
| COc1ccc(-c2noc(CCC(=O)N(C)c3ccccc3C)n2)cc1 | -16.5% |
| CC(C)C(=O)Nc1cccc(NC(=O)Nc2cccc(Cl)c2)c1 | 3.9% |
| O=C(c1ccn[nH]1)N1CCC(c2nc(CCOCC3CC3)no2)C1 (stereo not drawn) | -13.2% |
| CCCCc1ccc(NC(=O)CN(C)CC(=O)Nc2ccccc2Cl)cc1 | -0.8% |
| Cc1c(CC(=O)NCCCCCC(=O)O)c(=O)oc2cc3occ(-c4ccccc4)c3cc12 | 137.6%[activator] |
| CN1C(=O)c2cccn2CC1C(=O)NC1CCCCCC1 (stereo not drawn) | 14.6% |
| CC(=O)Nc1cccc(C(=O)NC2CCCC(C)C2C)c1 (stereo not drawn) | 14.9% |

Among those listed so far, these contain a thiophene ring, fused or not:
| Structure | KDM5B inh |
| --- | --- |
| COC(=O)c1sc2c(c1C)c(=O)n(-c1ccccc1)c(=O)n2CC(=O)Nc1cccc(C)c1 | ? |
| COc1ccc(NS(=O)(=O)c2cc(NC(=O)c3sccc3C)ccc2N2CCOCC2)cc1 | -12.7% |

(further entries)
| Structure | KDM5B inh |
| --- | --- |
| CCN1CCN(C(=O)c2ccc(-c3nnc4ccc(NC(=O)C5CCC5)cn34)cc2)CC1 | 20µM* |
| COC(=O)c1sc(S(=O)(=O)Nc2ccc(Br)cc2F)c(C(=O)OC)c1C | 5.4% |
| CCOc1ccc(-c2cc(C(=O)NCc3ccccc3)c3c(-c4ccc(CC)cc4)[nH]nc3n2)cc1 | -2.2% |
| Cc1nc2c(c(NC3CC3)n1)CCN(C(=O)CCc1cccnc1)CC2 | 17.5% |
| CSCC[C@@H]1NC(=O)c2cc(NC(=O)c3ccc4ccn(C)c4c3)ccc2NC1=O | 25.1µM* |
| O=C(c1ccco1)N1CCC2(CC1)NCCc1c2[nH]c2ccccc12 | -16.2% |
| COc1cc(CNc2ccc(N3CCOCC3)c(C(=O)O)c2)cc(Cl)c1OC | -22.8% |
| CC(Cc1ccco1)NC(=O)CCC1CCCO1 (stereo not drawn) | 15.4% |
| Cc1ccc(C)c(N(C(=O)CNC(=O)c2ccco2)C(C(=O)NCC2CCCO2)c2ccccc2)c1 (stereo not drawn) | -7.9% |
| CC[C@H]1CN(C(=O)C(C)(C)C)CC[C@H]1CC(=O)N(C)CC#N | -4.0%[86.2 µM] |
| CC(C)Cc1cn(CC2CCCN(C(=O)NC3CCCCCC3)C2)nn1 (stereo not drawn) | 0.9% |
| Oc1c(C(c2ccccc2F)N2CCN(c3ccccc3F)CC2)sc2nc(-c3ccco3)nn12 (stereo not drawn) | ? |
| NC(=O)/C(=C/c1ccc(O)cc1)NC(=O)c1ccco1 | -5.8% |
| O=C(Nc1ccc(Cl)cc1Cl)C1CCCN(c2ncnc3nc[nH]c23)C1 (stereo not drawn) | -7.1% |
| COCCCn1c(SCC(=O)Nc2ccc(F)cc2)nc2c(sc3ccccc32)c1=O | ? |
| COc1ccc(-c2noc([C@@H]3CCCN3C(=O)c3ccccc3Cl)n2)cc1 | -17.9% |
| CC(=O)N1CCC2(CC1)Oc1ccccc1C1CC(c3cccc(OC(F)F)c3)=NN12 (stereo not drawn) | ? |
| COCCN(CC(=O)NC(N)=O)Cc1ccccc1 | 24.5% |
| Cc1cccc(CNC(=O)c2cnc3sc(N4CCCCCC4)nn3c2=O)c1 | ? |
| CNC(=O)C1(N2CCC[C@H]2C(=O)NCCN(C)C)CCCCC1 | -13.4%[86.2 µM] |
| O=C(NC1CCCC1)c1noc(-c2ccc[nH]c2=O)n1 | i |
| CC(C)(C)NC(=O)CCSc1nc(-c2ccc3c(c2)OCO3)cc(C(F)(F)F)n1 | ? |
| O=C(Nc1cccc(C(F)(F)F)c1)c1cc2ccc3cccnc3c2[nH]1 | -19.4% |
| CCn1c(=O)cc(OCC(=O)N2CCN(c3ccc(C(C)=O)cc3)CC2)c2ccccc21 | -17.5% |
| COCc1nnc2n1CCC(NC(=O)c1sc(C)nc1C)CC2 (stereo not drawn) | -10.9% |
| Cc1ccc2oc(=O)cc(CN3CCC(C)CC3)c2c1 | 18.6% |
| COc1ccc(C(=O)N2CCCC(c3nc(-c4ccccc4)no3)CCNC(=O)CC2)cc1F (stereo not drawn) | 5.7% |
| C#CCOc1nc2c(c(=O)n(C)c(=O)n2C)n1Cc1c(Cl)cccc1Cl | 11.8% |
| CCOC(=O)Cc1csc(NS(=O)(=O)c2ccc(C(F)(F)F)cc2)n1 | 3.3% |
| O=C(N/N=C\c1ccccc1F)c1ccc(-c2ccccc2)cc1 | 31.4%[activator] |
| C=CCn1c(=NC(=O)C2COc3ccccc3O2)sc2cccc(OC)c21 (stereo not drawn) | ? |
| CN1CCN(NC(=O)Nc2ccc(Br)cc2)CC1 | 7.6% |
| O=C(Cn1nc(-c2ccccc2)c2cnc3ccc(F)cc3c21)NC1CCCC1 | -13.4% |
| COCCNC(=O)[C@@H]1C[C@H](Oc2cccnc2)CN1C(=O)c1ccc(OC)nc1OC | -23.8% |
| NNC(=O)c1oc2nc(-c3ccccc3)cc(-c3ccco3)c2c1N | -4.4% |
| Cc1cccc(-n2nnnc2-c2cnccc2C(F)(F)F)c1C | -4.4% |
| CCC1=C(C(=O)OC)C(c2ccccc2F)N2C(CC(=O)NC3CC3)=CSC2=N1 (stereo not drawn) | ? |
| CCc1cccc(C)c1NC(=O)C1CCCN1S(=O)(=O)c1cccc2nsnc12 (stereo not drawn) | -7.8% |
| COc1ccc(CN2CCC3(COc4ccccc4C(=O)N3)C2)cc1 (stereo not drawn) | ? |
| CP(=O)(Nc1cc(Cl)ccc1Cl)c1nc2c(s1)CCCC2 (stereo not drawn) | -5.3% |
| O=C(CC[C@@H]1CNC(=O)[C@@H]2C[C@H](NC(=O)Nc3cccc(Cl)c3)CN12)NCc1ccccc1 | 13.8% |
| COCCNC(=O)[C@@H]1C[C@@H](O)CN1C1CCN(C(=O)c2cccs2)CC1 | 21.7% |
| COc1ccc(C(=O)N2CCC(n3cc(-c4nc(-c5ccccc5)no4)nn3)C2)cc1 (stereo not drawn) | 23.3% |
| Cc1ccc(CNC(=O)c2ccccc2NCC(=O)N2CC(=O)Nc3ccccc32)cc1 | ? |
| Cc1ccc(NC(=O)CC2CCCN(c3cnn(CC4CC4)c(=O)c3)C2)c(C)c1 (stereo not drawn) | 0.8% |
| CC(C)CCNC(=O)Cn1nc(N2CCN(c3ccccc3)CC2)ccc1=O | -11.2% |
| CCc1ccccc1NC(=O)Cc1ccc(NC(=O)N2CCCCc3ccccc32)cc1 | 2.0% |
| COc1cc(C(=O)OCC(=O)NC(C)C(C)C)cc(Cl)c1OC (stereo not drawn) | -12.4% |
| COc1ccccc1-c1cnc2n[nH]c(-c3ccc4c(c3)OCO4)c2n1 | -28.3%[86.2 µM] |
| COc1ccc(-c2noc(-c3nc(C)no3)n2)cc1F | ? |

(more compounds)
| Structure | KDM5B inh |
| --- | --- |
| CCC(NC(=O)c1cc(OC)ccc1OC1CCN(C(C)=O)CC1)c1ccc(F)cc1 (stereo not drawn) | 28.2µM* |
| COc1ccccc1NC(=O)c1c(C)cc(C)nc1SCC(=O)NCc1ccccc1 | 7.8% |
| CCOC(=O)c1cc(C#N)c(SCC(=O)OC)[nH]c1=O | ? |
| CN1CCC(C(=O)N2Cc3ccccc3CC3(CCCN(Cc4cccnc4)C3)C2)CC1 (stereo not drawn) | -1.8%[115 µM] |
| CCCCC(=O)Nc1nnc(S(=O)(=O)N(CC)c2cc(C)cc(C)c2)s1 | ? |
| CCCOc1ccccc1Oc1ncccc1CNC(=O)Nc1cccnc1 | -13.9% |
| CC1(c2ccccc2)N(Cc2ccccc2F)C(=O)OC12CCN(Cc1cccc(O)c1)CC2 (stereo not drawn) | -5.1% |
| COc1ccccc1C(=O)N1CCC(N2Cc3ccccc3C2=O)CC1 | 12.4%[149 µM] |
| CCN(CC)CCNC(=O)C(=O)Nc1c2c(nn1-c1ccc(F)cc1)CSC2 | -19.6% |
| CCOC(=O)C[N+](C)(C)CCOC1CC2CCC1(C)C2(C)C (stereo not drawn) | 21.4% |
| O=C(Nc1cccc(F)c1)c1cnc2sc(N3CCCC3)nn2c1=O | -11.0% |

From PubChem
